High-throughput results as filed in PubChem.
GPR35 antagonists: GPR35 antagonists blocking zaprinast-driven arrestin recruitment, primary screen, imaging, U2OS, beta-arrestin-GFP, zaprinast agonist (AID 2058); inhibition, % at 10 µM, or IC50 in µM where a hit was titrated; 0.052% of 290,000 active; U2OS GPR35 beta-arrestin-GFP translocation imaging, zaprinast antagonism; higher % means a stronger effect;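 active means inhibition of at least 50% with at least 30 cells and total cytoplasm GFP at most 10,000,000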
KOR beta-arrestin-1: kappa opioid receptor activators – cell-based, luminescence, uHTS, primary screen (AID 1777) | 0.02% of 280,000 active | one-dose activation, % at 10 µM; EC50 in µM for titrated hits | KOR beta-arrestin recruitment, luminescence; higher % means a stronger effect; in the data active means activation above about 50%, passing the limit was not always enough; further: a part of the inactive calls stands beside numbers as strong as those of hits
Salmonella PhoP GFP: PhoP-dependent GFP reporter repression – Salmonella Typhimurium, primary screen (AID 1863). S. Typhimurium PhoP-regulated promoter GFP reporter, 4 h; higher % means a stronger effect. inhibition, % at 50 µM, or IC50 in µM where a hit was titrated. 0.16% of 300,000 active;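 active means inhibition over 29.93%, a cutoff 3 SD above the screen mean, later confirmed by dose response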;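 further: 0% = low Mg2+ inducing control and 100% = high Mg2+ repressing control; strong numbers were not always called active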
NTR1 ag: agonists of NTR1, primary screen, imaging, U2OS cells, beta-arrestin-GFP, high content (AID 493036); P30989; NTR1-U2OS beta-arrestin-GFP spot imaging, agonist mode; activation, % at 20 µM; 0.17% of 330,000 active;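 active means activation at or above 40% of the spot to cytoplasm intensity ratio, with at least 20 cells analyzed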;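 further: 0% = DMSO without peptide and 100% = 100 nM NTR1 peptide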
Target sequence (P30989 whole entry, looked up): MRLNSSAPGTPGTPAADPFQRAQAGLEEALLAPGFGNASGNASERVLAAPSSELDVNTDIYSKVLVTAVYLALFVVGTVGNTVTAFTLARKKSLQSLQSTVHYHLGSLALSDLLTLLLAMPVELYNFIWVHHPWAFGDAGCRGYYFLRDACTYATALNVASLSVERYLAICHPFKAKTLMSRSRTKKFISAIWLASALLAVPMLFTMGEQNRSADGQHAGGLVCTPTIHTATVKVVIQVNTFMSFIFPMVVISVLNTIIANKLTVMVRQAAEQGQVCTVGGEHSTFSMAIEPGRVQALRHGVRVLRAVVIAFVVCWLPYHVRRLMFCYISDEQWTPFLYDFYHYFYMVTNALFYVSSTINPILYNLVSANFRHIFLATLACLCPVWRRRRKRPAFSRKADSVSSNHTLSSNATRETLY
West Nile virus CPE: inhibition of WNV-induced cytopathic effect – cell-based, CPE readout (AID 1621) | CPE inhibition, % at 10 µM; hits with a dose series show IC50 in µM | West Nile virus-infected cells, CPE inhibition; higher % means a stronger effect | 0.02% of 290,000 active; in the data active means a potency from the dose series; further: strong numbers were not always called active
GPR55 activation: selective activators of receptor GPR55 – imaging, U2OS cells, beta-arrestin-GFP redistribution, primary screen (AID 1961); U2OS GPR55 beta-arrestin-GFP redistribution imaging; higher % means a stronger effect; 0.048% of 290,000 active; activation, % at 10 µM, or EC50 in µM where a hit was titrated;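 active means activation above 40% with more than 50 cells counted in the well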;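 further: U2OS osteosarcoma cells stably expressing GPR55 and beta-arrestin-GFP; plate controls were DMSO negative control for no effect and LPI positive control for full effect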
KOR beta-arrestin-2: kappa opioid receptor blockers – cell-based, luminescence, uHTS (AID 1778). KOR beta-arrestin recruitment, luminescence, antagonist mode; higher % means a stronger effect. inhibition, % at 10 µM, or IC50 in µM where a hit was titrated. 0.091% of 290,000 active; in the data active means inhibition above about 50%; further: strong numbers were not always called active
T cell HTS: T cell immune modulators affecting CD8 T cell-vesicle binding; 2C CD8+ T cell-vesicle binding, flow cytometry; active compounds read low; calls only at 7 µM; 0.068% of 330,000 active;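 active means response, share of CD8 T cells binding vesicles, and their 90th percentile fluorescence all below set limits, cut at about 80% in these data, passing the limit was not always enough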
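incubation = binding step 1.5 h, 37 °C, antibody labelling 20 min, ice | test system = 2C mouse CD8+ T cells | read-out basis = percent CD8+ FL2 mean versus row control | controls = Peptide-free naked vesicles (low) and QL9 vesicles with 0.7% DMSO vehicle (high) | detection = flow cytometry of vesicle-bound cells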
GPR55 antagonists: inhibition of LPI-stimulated GPR55 beta-arrestin translocation – imaging, U2OS, beta-arrestin-GFP, LPI agonist, primary screen (AID 2013) | 0.13% of 290,000 active | inhibition, % at 10 µM; hits with a dose series show IC50 in µM | U2OS GPR55 beta-arrestin-GFP translocation imaging, LPI antagonism; higher % means a stronger effect;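 active means spots per cell inhibited over 60%, with over 100 cells counted and total cytoplasm intensity under 500,000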;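 further: U2OS cells stably carrying GPR55 and arrestin-GFP stimulated by 5 µM LPI near EC80; imaged beta-arrestin-GFP aggregate spots per cell after agonist stimulation; plate controls were LPI-stimulated DMSO wells for no effect and DMSO wells without LPI for full effect; some results filed as inactive read as strong as hits; confirmed hits need IC50 under 10 µM and bright autofluorescent wells are also inconclusive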
T cell HTS vesicle-bound %: further read-out of T cell HTS, marked with its call; double positive events, %; measured here: CD8+ vesicle-bound cell fraction;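 binding gate set so that unloaded-vesicle control wells show 10% double positive cells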
NTR1 ag cell count 20 µM: also measured in NTR1 ag; calls as there; cell count; measured here: cell count, cytotoxicity flag
* hit, by the source's call; i = inactive; nt = no result given; & = joins results of further samples; [ ] = another dose, or the depositor's remark.

SMILES	GPR35 antagonists	KOR beta-arrestin-1	Salmonella PhoP GFP	NTR1 ag	NTR1 ag cell count 20 µM	West Nile virus CPE	GPR55 activation	KOR beta-arrestin-2	T cell HTS	T cell HTS vesicle-bound %	GPR55 antagonists
COc1cccc(C(=O)N(Cc2ccco2)Cc2cc3cccc(C)c3[nH]c2=O)c1	1%	-1.7%	5%	0.2	79	-0.5%	0.7%	5%	i	22	-3%
O=C(c1ccc(Cl)cc1)C1CCCN(Cc2cccn2-c2ccccn2)C1 (stereo unspecified)	7%	nt	11%	1.8	51	-2.2%	0.4%	-22%[20 µM]	i	40	13%
Cc1ccc(/C=N/Nc2cccc3cccnc23)c(O)c1	8%	0.1%	14%	15	61	-0.2%	-0.1%	24%	i	15	26%
CC(=O)Nc1ccc(NC(=O)C2CCCN2C(=O)NC2CCCCC2)cc1 (stereo unspecified)	7%	4.3%	-4%	-0.7	64	-0.3%	-0.2%	-12%	i	49	0%
CCc1cc2c(=O)c(-c3nc4ccccc4n3C)c(C)oc2c(CN2CCOCC2)c1O	-2%	-2.8%	3%	0.0	41	-0.5%	0.8%	-35%	i	47	1%
Cn1c(SCC(=O)Nc2cccc(S(=O)(=O)N3CCOCC3)c2)nnc1-c1ccncc1	-3%	-4.8%	-3%	0.4	33	0.6%	-0.3%	25%	i	17	10%
COc1ccc(N(C)C(=O)c2cc3c(s2)-c2ccc(Cl)cc2S(=O)(=O)C3)c(OC)c1	-1%	7.9%	0%	3.8	62	-0.7%	0.4%	-44%	i	30	1%
CC(C(=O)NCc1ccco1)n1ccc2cc(S(=O)(=O)N3CCCC3)ccc21 (stereo unspecified)	8%	2.3%	6%	0.0	74	-0.8%	-0.2%	-1%	i	32	5%
CN1C(=O)C2(OCC(C)([N+](=O)[O-])CO2)c2ccccc21 (stereo unspecified)	-6%	-3.3%	9%	nt	nt	0.1%	0.0%	-20%	i	58	8%
CC(=O)N1c2ccccc2N(Cc2ccc([N+](=O)[O-])cc2)C(=O)C1(C)C	0%	0.0%	20%	-0.6	94	-1.2%	0.2%	nt	i	58	0%

Three compounds already listed, sorted by the number in GPR55 activation, falling:
| structure | GPR35 antagonists | KOR beta-arrestin-1 | Salmonella PhoP GFP | West Nile virus CPE | GPR55 activation | KOR beta-arrestin-2 | T cell HTS | T cell HTS vesicle-bound % | GPR55 antagonists |
| --- | --- | --- | --- | --- | --- | --- | --- | --- | --- |
| CC(=O)N1c2ccccc2N(Cc2ccc([N+](=O)[O-])cc2)C(=O)C1(C)C | 0% | 0.0% | 20% | -1.2% | 0.2% | nt | i | 58 | 0% |
| CN1C(=O)C2(OCC(C)([N+](=O)[O-])CO2)c2ccccc21 (stereo unspecified) | -6% | -3.3% | 9% | 0.1% | 0.0% | -20% | i | 58 | 8% |
| CC(C(=O)NCc1ccco1)n1ccc2cc(S(=O)(=O)N3CCCC3)ccc21 (stereo unspecified) | 8% | 2.3% | 6% | -0.8% | -0.2% | -1% | i | 32 | 5% |

The main list resumes; the 2 compounds before the break are reprinted first.
SMILES	GPR35 antagonists	KOR beta-arrestin-1	Salmonella PhoP GFP	NTR1 ag	NTR1 ag cell count 20 µM	West Nile virus CPE	GPR55 activation	KOR beta-arrestin-2	T cell HTS	T cell HTS vesicle-bound %	GPR55 antagonists
CN1C(=O)C2(OCC(C)([N+](=O)[O-])CO2)c2ccccc21 (stereo unspecified)	-6%	-3.3%	9%	nt	nt	0.1%	0.0%	-20%	i	58	8%
CC(=O)N1c2ccccc2N(Cc2ccc([N+](=O)[O-])cc2)C(=O)C1(C)C	0%	0.0%	20%	-0.6	94	-1.2%	0.2%	nt	i	58	0%
CCOc1ccccc1Nc1nc2ccccc2n2cnnc12	22%	-1.7%	30%	1.2	49	nt	0.7%	-1%	i	37	8%
Cc1ccc2[nH]c3c(=O)n(Cc4ccccn4)cnc3c2c1	4%	-2.3%	-10%	-2.2	39	-0.2%	0.1%	-13%	i	13	8%
COc1cc(NC(=S)N2CCN(C)CC2)cc(OC)c1	8%	nt	-5%	-1.3	59	0.9%	0.3%	-28%[20 µM]	i	30	-2%
O=C(CSc1nnc(CNc2cccc(C(F)(F)F)c2)n1Cc1ccco1)NCc1ccco1	4%	5.8%	4%	-1.8	89	0.1%	-0.5%	-25%	i	34	2%
CCC(=O)c1ccc(OCC(=O)Nc2cc(S(=O)(=O)N3CCCCC3)ccc2OC)cc1	-1%	-4.0%	-2%	1.0	56	0.5%	-0.1%	17%	i	5	14%
NS(=O)(=O)c1ccc(NNC(=O)c2ccc(F)cc2F)cc1	3%	0.1%	1%	0.4	46	0.6%	-0.3%	39%	i	40	10%
CSC1=N/C(=C\c2cccc(F)c2)C(=O)S1	-9%	-3.1%	-18%	-1.2	61	0.2%	-0.1%	-45%	i	30	3%
Cc1cc(OC(=O)C(C)(C)C)c([N+](=O)[O-])c(=O)[nH]1	8%	-3.6%	5%	-3.6	76	nt	0.0%	-20%	i	61	10%
O=C1CCN(CCCc2ccccc2)CCN1CCO	2%	-3.5%	13%	-0.9	95	-0.5%	0.0%	1%[20 µM]	i	16	-4%
CN1C(C(=O)Nc2ccccn2)=C(O)c2ccccc2S1(=O)=O	10%&1%	-1.8%&-8.5%	4%&-2%&-7%&5%	-1.9&-1.3	48&70	0.1%&0.2%	0.1%&-0.5%	-4%&13%	i	13&21	5%&-2%
CCCCCCc1nc(C(N)=O)c2[nH]c(=O)n(-c3ccccc3F)c2n1	-4%	-3.0%	-5%	5.9	64	0.2%	-0.1%	-3%	i	45	-2%
C/C(Cl)=C\Cn1c(O)c(N=NC(N)=S)c2ccccc21	8%	1.3%	-3%	6.9	29	0.4%	-0.2%	-1%	i	4	10%
COc1cc(-c2nnc(-c3cccs3)o2)cc(OC)c1OC	10%	-6.8%	-6%	0.8	39	-0.1%	0.2%	-27%	i	19	6%
Cn1cc(CNCc2ccc(-n3cccn3)cc2)c(-c2ccccc2F)n1	0%	-8.4%	-2%	-1.9	94	-1.9%	-0.1%	-25%[20 µM]	i	55	7%
Cc1ccc(NS(=O)(=O)c2ccc(OCC(=O)NCc3cccnc3)cc2)cc1	1%	-2.1%	17%	nt	nt	-1.1%	-0.2%	10%	i	44	-8%
Cc1ccc(CNC(=O)C2CC(c3cc(C(F)(F)F)cc(C(F)(F)F)c3)=NO2)o1 (stereo unspecified)	2%	4.1%	-3%	-4.5	84	1.6%	0.6%	-93%	i	5	1%
CCN(CC)S(=O)(=O)c1cc(NC(=O)CSc2nc3c(cc2C#N)C(=O)CC(C)(C)C3)ccc1C	3%	5.9%	-5%	3.3	60	-0.2%	-0.3%	1%	i	5	0%
N#Cc1c(Nc2ccccc2)sc(C(=O)c2ccccc2)c1N	-1%	-2.5%	14%	-0.7	39	-0.1%	1.2%	11%	i	7	12%
CN1C(=O)C2(Oc3ccccc3C3CC(c4ccccc4)=NN32)c2ccccc21 (stereo unspecified)	14%	-5.2%	21%	2.8	52	-0.2%	-0.2%	16%	i	44	21%
CCOc1ccc(N(CC(=O)N/N=C/c2ccccn2)S(=O)(=O)c2ccc(Cl)cc2)cc1	-13%	1.1%	0%	4.3	50	-0.9%	-0.1%	63%	i	33	1%
Cc1nc2ncnn2c(C)c1CCC(=O)NCCCN1CCN(c2cccc(Cl)c2)CC1	-1%	-6.7%	-6%	0.0	81	nt	-0.1%	-13%	i	55	4%
CCCC(=O)Nc1nc(-c2ccccc2)ns1	22%	-1.2%	-8%	-3.0	101	-0.3%	0.7%	5%	i	48	15%
COc1ccc(N(CC(=O)N2CCN(c3ccccc3F)CC2)S(=O)(=O)c2ccc(C)cc2)cc1	2%	-2.1%	-7%	2.4	72	-0.5%	-0.1%	4%	i	50	14%
Cc1cc(C2=NNC(=Nc3ccccc3)SC2)c(C)n1C	-3%	-2.7%	5%	0.1	47	nt	-0.3%	0%	i	33	5%
FC(F)Oc1ccccc1NC(=S)Nc1cccc(Cl)c1Cl	25%	-3.5%	25%	-1.9	59	-0.3%	-0.3%	1%	i	44	4%
Nc1nc2ccccc2n1C(=O)c1cccs1	-8%	-3.4%	13%	1.5	49	-1.0%	0.1%	8%	i	10	-6%
Cc1ccc(C2CC(=O)N3CN(Cc4ccco4)CSC3=C2C#N)cc1 (stereo unspecified)	6%	-0.7%	1%	2.5	91	-0.3%	-1.0%	-30%	i	16	-11%
CC(C(=O)c1ccccc1)[n+]1cccc(Br)c1 (stereo unspecified)	-10%	-0.4%	1%	-0.2	51	0.0%	-0.1%	16%	i	20	10%
O=C(C1=C[C@@H](c2ccccc2)C[C@@H](OCCCCO)O1)N1CCN(Cc2ccc3c(c2)OCO3)CC1	-1%	3.0%	5%	3.9	50	-0.8%	0.1%	-19%	i	36	3%
CC(C)(C)c1ccc(S(=O)(=O)N2CCCC2C(=O)N2CCOCC2)cc1 (stereo unspecified)	2%	-0.1%	-2%	1.5	61	-0.9%	-0.1%	-74%[20 µM]	i	57	-11%
CCCCC(C(=O)O)C(C)CC(=O)NNC(=O)c1ccco1 (stereo unspecified)	5%	nt	-3%	-0.7	45	0.2%	0.0%	-6%[20 µM]	i	52	13%
CN(C)c1ccc(P(=O)(OC2CCCCC2)C(O)c2ccncc2)cc1 (stereo unspecified)	9%	3.2%	-9%	-0.9	57	0.0%	0.3%	10%	i	19	-6%
CCOC(=O)c1sc(NC(=O)CSc2nncs2)c(C(=O)OCC)c1C	-5%	-1.6%	0%	24	58	-0.2%	-0.1%	-13%	i	15	6%
CCCCc1ccc(NC(=O)N[C@H](C(=O)O)C(C)C)cc1	-3%	-5.3%	-14%	0.5	38	0.3%	0.6%	40%	i	13	-4%
Cc1cc(NC(=O)COC(=O)[C@H](Cc2c[nH]c3ccccc23)NC(=O)c2ccc(F)cc2)no1	12%	-5.5%	-7%	-5.4	89	0.3%	0.1%	9%	i	40	-15%
COc1cc(-n2c(=O)c3ccccc3n(Cc3cc(=O)n4ccccc4n3)c2=O)cc(OC)c1OC	-11%	0.6%	3%	-0.5	70	0.6%	-0.2%	9%	i	45	7%
COC(=O)c1ccc(CSc2nnc(SCc3ccc(C(=O)OC)o3)s2)o1	-3%	-2.5%	3%	5.0	44	0.2%	0.0%	7%	i	30	12%
CCC1C=C(c2ccccc2)C=CN=C1N(CC)CC (stereo unspecified)	7%	-1.4%	4%	1.5	57	-1.3%	0.4%	-17%	i	29	-8%
N#Cc1nc(-c2ccco2)oc1N1CCN(C(c2ccccc2)c2ccccc2)CC1	3%	-2.2%	-7%	2.9	62	1.7%	0.2%	11%	i	9	9%
CC1(C)[C@H]2CC=C(CN3CCC(N4CCC(C(=O)N5CCCC5)CC4)CC3)[C@@H]1C2	10%	nt	-5%	-0.6	61	-0.5%	-0.1%	-13%[20 µM]	i	50	13%
